Screening data (PubChem)
ADAM17 inh: ADAM17 inhibition, QFRET primary screen; inhibition, % at 6.95 µM; 370,000 compounds, 0.83% hits; P78536; recombinant ADAM17, EDANS/DABCYL FRET peptide cleavage; AID 720648;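 active means inhibition above the mean of compounds lying between control limits plus 3 SD, set per campaign, cut at about 8.5% in these data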;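 further: 0% = DMSO-only wells as the low control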
ARFGAP1 inhibitor: inhibits rat ARF GTPase activating protein 1; Q62848; Arfgap1-stimulated ARF1 GTP hydrolysis, GDP FP detection; inhibition, % at 16.5 µM; 360,000 compounds, 0.26% hits; AID 651572;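 active means inhibition above a per-plate limit, mean inhibition of low control wells plus 3 SD, cut at about 25% in these data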;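 further: 0% = DMSO wells with enzyme and 100% = wells lacking Arfgap1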
Target sequence (Q62848 1-136 limits assumed): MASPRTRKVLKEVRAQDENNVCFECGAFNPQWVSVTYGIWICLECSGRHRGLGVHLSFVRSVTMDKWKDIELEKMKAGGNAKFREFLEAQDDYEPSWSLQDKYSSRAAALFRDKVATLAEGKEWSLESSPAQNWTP
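Replicates: Single well per compound | Assay system: Truncated rat Arfgap1 GAP domain | Control set: No-Arfgap1 wells (100%) versus DMSO full-reaction wells (0%) | Times: Enzyme reaction 120 min at 25 °C after 20 min preincubation | Reagent: Human ARF1(Δ1-17)-GTP substrate | Measured by: Tracer-displacement fluorescence polarization with EDTA stop, 620/688 nm | Measure: Percent inhibition of Arfgap1-stimulated GTP hydrolysis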
TDP2 inh: TDP2 (human) inhibition, absorbance primary screen; recombinant TDP2, T5PNP hydrolysis, p-nitrophenol absorbance 415 nm; inhibition, % at 12.8 µM; 370,000 compounds, 0.34% hits;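 active means inhibition above the mean of all tested compounds plus 3 SD, set per campaign, cut at about 25% in these data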;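 further: 0% = DMSO with enzyme and 100% = buffer with substrate but no TDP2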
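Assay system: Recombinant human TDP2 | Quantity: 120 nM TDP2 per well | Incubation: 2 h at 37 °C | Signal: Epi absorbance | Evaluation: Percent inhibition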
proKLK7 act: activates the human kallikrein-7 zymogen | 370,000 compounds, 0.9% hits | P49862 | purified proKLK7, EDANS-DABCYL substrate fluorescence; 100% is mature enzyme control, 0% vehicle | activation, % at 7 µM;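 active means activation above the mean of all tested compounds plus 3 SD, computed per campaign excluding outliers beyond control limits, cut at about 13% in these data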
ASAP1 inh: blocks human ASAP1-stimulated Arf1 GTP hydrolysis; inhibition, % at 16.5 µM; GDP FP detection; 360,000 compounds, 0.19% hits; in the data active means inhibition above about 25%;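 further: 0% = vehicle with enzyme and substrate and 100% = no enzyme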
Target sequence (Q9ULH1 325-724 limits assumed): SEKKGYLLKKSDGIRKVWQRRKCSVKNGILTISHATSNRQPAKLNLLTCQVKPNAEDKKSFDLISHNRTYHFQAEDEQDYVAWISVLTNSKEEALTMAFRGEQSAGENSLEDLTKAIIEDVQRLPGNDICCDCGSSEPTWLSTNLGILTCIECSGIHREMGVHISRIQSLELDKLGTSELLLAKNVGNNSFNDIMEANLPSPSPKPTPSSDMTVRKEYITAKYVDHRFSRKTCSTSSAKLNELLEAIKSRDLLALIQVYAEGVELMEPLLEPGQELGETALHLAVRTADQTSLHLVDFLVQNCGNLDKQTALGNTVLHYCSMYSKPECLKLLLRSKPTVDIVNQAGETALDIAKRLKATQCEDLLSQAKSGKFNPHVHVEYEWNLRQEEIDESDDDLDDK
LEDGF integ inh: blocks HIV-1 LEDGF/p75-dependent DNA integration. TR-FRET IN-LEDGF/p75 DNA integration, Eu/Cy5. 370,000 compounds, 0.64% hits. AID 743269. inhibition, % at 3.7 µM;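 active means inhibition above the screen-wide mean plus 3 SD, cut at about 13% in these data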;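 further: signal is the Cy5 over europium emission ratio at 671 and 618 nm; 0% = plate median of compound wells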
DDE Tn6 FP inh: DD(E)-Tn6 binding inhibition, primary FP screen | P02675 | Fibrin DD(E) TRITC-Tn6 fluorescence polarization displacement | inhibition, % at 8.3 µM | 370,000 compounds, 0.21% hits | AID 720509;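 active means inhibition above a per-campaign cutoff: mean of compounds within control limits plus 3 SD, cut at about 15% in these data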;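 further: 0% = median of all compound wells on the plate and 100% = blocking peptide control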
PLCg1 inh: PLC-gamma1 (human) inhibition, primary screen; purified PLC-gamma1, fluorogenic substrate, fluorescence; P19174; inhibition, % at 12.2 µM; 370,000 compounds, 0.84% hits; in the data active means inhibition above about 9.5%
DDE Tn7 FP inh: inhibitors of Tn7 peptide binding to human fibrin DD(E) | P02675 | FP displacement of FITC-Tn7 peptide from fibrin DD(E); 0% = median of compound wells per plate | inhibition, % at 8.3 µM | 370,000 compounds, 0.13% hits | AID 720508;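 active means inhibition above the mean of compounds falling within the control limits plus 3 SD of them, cut at about 14% in these data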;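 further: 0% = plate median of compound wells and 100% = 10 µM Aha-Tn7 peptide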
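Assay system: human fibrin DD(E) protein / Input: 2 µM fibrin DD(E) / Benchmarks: high control of 10 µM Aha-Tn7 peptide / Measured by: fluorescence polarization of the labelled Tn7 tracer / Medium: Tris buffer with calcium and detergent, pH 7.8 / Timing: 10 min compound pre-incubation, 3 h probe incubation at room temperature / Repeats: one replicate per compound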
ADAM10 inh: ADAM10 inhibition, QFRET primary screen; O14672; recombinant ADAM10, EDANS/DABCYL FRET peptide cleavage, 3 h; inhibition, % at 7 µM; 370,000 compounds, 0.62% hits;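 active means inhibition above a per-campaign cutoff equal to the mean of compounds falling between control-based bounds plus 3 SD, cut at about 20% in these data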;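 further: 0% = DMSO wells while the 100% control is not disclosed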
Target sequence (O14672 214-748 limits assumed): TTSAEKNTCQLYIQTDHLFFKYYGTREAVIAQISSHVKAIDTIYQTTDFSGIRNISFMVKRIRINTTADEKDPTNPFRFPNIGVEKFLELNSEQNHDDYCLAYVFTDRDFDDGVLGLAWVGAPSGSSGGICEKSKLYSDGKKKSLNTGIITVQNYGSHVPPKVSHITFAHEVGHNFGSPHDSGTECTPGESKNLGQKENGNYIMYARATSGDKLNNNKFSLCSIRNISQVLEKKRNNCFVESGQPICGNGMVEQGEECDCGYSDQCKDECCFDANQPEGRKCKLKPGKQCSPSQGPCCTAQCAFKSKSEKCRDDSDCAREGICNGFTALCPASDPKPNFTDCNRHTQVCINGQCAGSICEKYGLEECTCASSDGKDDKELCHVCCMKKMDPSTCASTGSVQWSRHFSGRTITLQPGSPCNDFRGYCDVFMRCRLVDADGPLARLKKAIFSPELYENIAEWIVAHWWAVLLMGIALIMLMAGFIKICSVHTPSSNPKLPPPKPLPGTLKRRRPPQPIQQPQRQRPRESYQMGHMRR
Active calls of the source: *.

COCCn1c(=O)[nH]c2cc(C(=O)NCCN3CCN(c4ccccc4F)CC3)ccc2c1=O was read as ADAM17 inh -6, ARFGAP1 inhibitor 13, TDP2 inh -11, proKLK7 act -5.0, ASAP1 inh -7, LEDGF integ inh 1, DDE Tn6 FP inh 2, PLCg1 inh -18, DDE Tn7 FP inh -10 and ADAM10 inh -29.
O=C(C(=O)N1CCN(C(=O)OCc2ccccc2)CC1)c1cccs1 was read as ADAM17 inh 6, ARFGAP1 inhibitor 16, TDP2 inh -17, proKLK7 act 0.5, ASAP1 inh 11, LEDGF integ inh 3, DDE Tn6 FP inh 2, PLCg1 inh 5, DDE Tn7 FP inh -4 and ADAM10 inh -6.
`Nc1c2c(nc3ccn(Cc4ccccc4)c(=O)c13)CCC2` gave ADAM17 inh -18, ARFGAP1 inhibitor -8, TDP2 inh -4, proKLK7 act 0.6, ASAP1 inh 2, LEDGF integ inh 1, DDE Tn6 FP inh 6, PLCg1 inh -6, DDE Tn7 FP inh 9 and ADAM10 inh -48.
Screening N#Cc1c(NC(=O)CCCl)sc2c1CCCCC2 returned ADAM17 inh -1, ARFGAP1 inhibitor -4, TDP2 inh -9, proKLK7 act 0.8, ASAP1 inh -2, LEDGF integ inh 1, DDE Tn6 FP inh -2, PLCg1 inh 2, DDE Tn7 FP inh -6 and ADAM10 inh 12.
Screening Cc1cc(C(=O)CSc2nnc(-c3cccs3)o2)c(C)n1-c1ccccc1 returned ADAM17 inh 4, ARFGAP1 inhibitor 1, TDP2 inh -3, proKLK7 act -0.2, ASAP1 inh -4, LEDGF integ inh 0, DDE Tn6 FP inh 3, PLCg1 inh -12, DDE Tn7 FP inh 3 and ADAM10 inh -3.
For CCOc1ccc(N(CC(=O)NCc2cccs2)S(=O)(=O)c2c(C)noc2C)cc1 the results were ADAM17 inh 1, ARFGAP1 inhibitor 9, TDP2 inh 5, proKLK7 act -0.2, ASAP1 inh -6, LEDGF integ inh -2, DDE Tn6 FP inh 1, PLCg1 inh -1, DDE Tn7 FP inh 1 and ADAM10 inh -12.
`Cc1ccc(NC(=S)N(Cc2ccco2)C(C)c2cccs2)c(Cl)c1` (stereo unspecified) gave ADAM17 inh -2, ARFGAP1 inhibitor 18, TDP2 inh -23, proKLK7 act 0.2, ASAP1 inh 5, LEDGF integ inh -3, DDE Tn6 FP inh -9, PLCg1 inh 1, DDE Tn7 FP inh 0 and ADAM10 inh -10.
For COc1cc(-c2nc(S(=O)(=O)c3ccc(C)cc3)c(N3CCOCC3)o2)cc(OC)c1OC the results were ADAM17 inh -5, ARFGAP1 inhibitor -6, TDP2 inh 9, proKLK7 act 0.3, ASAP1 inh -10, LEDGF integ inh 1, DDE Tn6 FP inh -4, PLCg1 inh 0, DDE Tn7 FP inh 5 and ADAM10 inh -3.
`CCCCCOC(=O)C1=C(C)NC(=O)NC1c1ccc(N(C)C)cc1` (stereo unspecified) gave ADAM17 inh -4, ARFGAP1 inhibitor -5, TDP2 inh -1, proKLK7 act -1.2, ASAP1 inh -7, LEDGF integ inh 0, DDE Tn6 FP inh -9, PLCg1 inh -1, DDE Tn7 FP inh 7 and ADAM10 inh -3.
`Cc1cccc2[nH]c(CCNC(=O)C3CCC(=O)N(CCc4cccc(F)c4)C3)nc12` (stereo unspecified) gave ADAM17 inh -3, ARFGAP1 inhibitor -21, TDP2 inh -13, proKLK7 act 0.0, ASAP1 inh -8, LEDGF integ inh -1, DDE Tn6 FP inh 5, PLCg1 inh 0, DDE Tn7 FP inh -2 and ADAM10 inh -19.
`O=C(CSc1nc2nn(-c3ccccc3)c(=O)c-2c2n1CCCCC2)NCCCc1ccccc1` gave ADAM17 inh -5, ARFGAP1 inhibitor 8, TDP2 inh -3, proKLK7 act 0.0, ASAP1 inh -8, LEDGF integ inh 3, DDE Tn6 FP inh -1, PLCg1 inh 1, DDE Tn7 FP inh -5 and ADAM10 inh -1.
For COc1ccc(C2=NN(C(=O)CN3CCOCC3)C(c3nc4ccccc4[nH]3)C2)cc1 (stereo unspecified) the results were ADAM17 inh -2, ARFGAP1 inhibitor 4, TDP2 inh -1, proKLK7 act -0.3, ASAP1 inh -11, LEDGF integ inh 3, DDE Tn6 FP inh -1, PLCg1 inh 0, DDE Tn7 FP inh -5 and ADAM10 inh -8.
Screening COC(=O)C(C)Oc1ccc(-c2nccc(-c3ccccn3)n2)cc1 (stereo unspecified) returned ADAM17 inh 1, ARFGAP1 inhibitor 16, TDP2 inh -3, proKLK7 act 0.0, ASAP1 inh 8, LEDGF integ inh 2, DDE Tn6 FP inh -3, PLCg1 inh -2, DDE Tn7 FP inh -5 and ADAM10 inh 0.
COCCNC(=O)/C(C#N)=C/c1c(N2CCCCCC2)nc2ccccn2c1=O was read as ADAM17 inh -34, ARFGAP1 inhibitor 10, TDP2 inh -16, proKLK7 act 0.9, ASAP1 inh 0, LEDGF integ inh 3, DDE Tn6 FP inh 3, PLCg1 inh -19, DDE Tn7 FP inh 2 and ADAM10 inh -94.
Screening C[C@@H]1CN([C@@H](C)CO)C(=O)c2cc(Br)cnc2O[C@H]1CN(C)C(=O)C1CC1 returned ADAM17 inh -2, ARFGAP1 inhibitor 14, TDP2 inh -12, proKLK7 act 0.1, ASAP1 inh -7, LEDGF integ inh -3, DDE Tn6 FP inh 2, PLCg1 inh 0, DDE Tn7 FP inh -5 and ADAM10 inh -16.
CCOc1ccc(S(=O)(=O)N2CCN(Cc3ccc4c(c3)OCO4)CC2)cc1Cl was read as ADAM17 inh 5, ARFGAP1 inhibitor -1, TDP2 inh -10, proKLK7 act 0.9, ASAP1 inh 7, LEDGF integ inh 4, DDE Tn6 FP inh 0, PLCg1 inh 3, DDE Tn7 FP inh -1 and ADAM10 inh 14.
COc1cccc(CNS(=O)(=O)c2ccc3c(c2)N(C(C)=O)CCO3)c1 was read as ADAM17 inh -1, ARFGAP1 inhibitor -7, TDP2 inh -5, proKLK7 act 0.0, ASAP1 inh 1, LEDGF integ inh -2, DDE Tn6 FP inh 2, PLCg1 inh 5, DDE Tn7 FP inh 0 and ADAM10 inh 0.
For Cc1cccc(OCCCC(=O)NC(C)c2ccccc2)c1 (stereo unspecified) the results were ADAM17 inh 1, ARFGAP1 inhibitor 10, TDP2 inh -9, proKLK7 act -0.1, ASAP1 inh 3, LEDGF integ inh 1, DDE Tn6 FP inh -2, PLCg1 inh 3, DDE Tn7 FP inh -2 and ADAM10 inh 15.
CSCc1cc(N(C)c2ccccc2)nc(-c2ccccn2)n1 was read as ADAM17 inh 4, ARFGAP1 inhibitor -4, TDP2 inh 2, proKLK7 act 0.5, ASAP1 inh 0, LEDGF integ inh 3, DDE Tn6 FP inh 1, PLCg1 inh -1, DDE Tn7 FP inh -1 and ADAM10 inh 1.
COc1cc(C(C)=O)ccc1OCC(=O)Nc1ccc(C)c(S(=O)(=O)N2CCCCCC2)c1 was read as ADAM17 inh -1, ARFGAP1 inhibitor 15, TDP2 inh -1, proKLK7 act 0.5, ASAP1 inh 5, LEDGF integ inh -3, DDE Tn6 FP inh -1, PLCg1 inh 0, DDE Tn7 FP inh 9 and ADAM10 inh -9.
`O=C(/C=C/c1cccs1)c1ccc(NC(=O)c2cccc(Br)c2)cc1` gave ADAM17 inh 4, ARFGAP1 inhibitor 1, TDP2 inh -8, proKLK7 act -0.4, ASAP1 inh 1, LEDGF integ inh 5, DDE Tn6 FP inh -3, PLCg1 inh 5, DDE Tn7 FP inh -1 and ADAM10 inh 5.
Screening O=C(Nn1c(Cc2cccs2)nc2ccccc2c1=O)c1ccc(F)c(F)c1 returned ADAM17 inh -7, ARFGAP1 inhibitor 2, TDP2 inh 4, proKLK7 act 0.2, ASAP1 inh -17, LEDGF integ inh 3, DDE Tn6 FP inh -8, PLCg1 inh -1, DDE Tn7 FP inh 5 and ADAM10 inh -3.
Screening CC(C(=O)NC1CCCC1)N1CCN(Cc2ccccc2)CC1 (stereo unspecified) returned ADAM17 inh 3, ARFGAP1 inhibitor 3, TDP2 inh -4, proKLK7 act 0.2, ASAP1 inh -2, LEDGF integ inh 8, DDE Tn6 FP inh -5, PLCg1 inh 9, DDE Tn7 FP inh -4 and ADAM10 inh 3.
CCOc1ccc(CCN2C(=S)N([C@@H](Cc3ccc(O)cc3)CN3CCC[C@@H]3CN3C(=S)NC[C@@H]3Cc3ccccc3)C[C@@H]2Cc2ccccc2)cc1 was read as ADAM17 inh 2, ARFGAP1 inhibitor 17, TDP2 inh 9, proKLK7 act 0.4, ASAP1 inh 0, LEDGF integ inh -2, DDE Tn6 FP inh -2, PLCg1 inh 3, DDE Tn7 FP inh 1 and ADAM10 inh -9.
`COc1ccc(C(NC(=O)/C=C/c2ccco2)c2ccc(OC)cc2)cc1` gave ADAM17 inh 4, ARFGAP1 inhibitor 8, TDP2 inh 11, proKLK7 act 0.1, ASAP1 inh 6, LEDGF integ inh 1, DDE Tn6 FP inh -7, PLCg1 inh -3, DDE Tn7 FP inh -10 and ADAM10 inh 4.
Cc1cc(C)n2nc(CC(=O)NC3CCCCCC3)nc2n1 was read as ADAM17 inh 0, ARFGAP1 inhibitor 11, TDP2 inh 1, proKLK7 act -0.4, ASAP1 inh 14, LEDGF integ inh 1, DDE Tn6 FP inh 10, PLCg1 inh 8, DDE Tn7 FP inh 3 and ADAM10 inh 4.
Screening COc1ccc(C(=O)NC2CCCc3c2cnn3-c2cccc(C)c2C)c(OC)n1 (stereo unspecified) returned ADAM17 inh -2, ARFGAP1 inhibitor 3, TDP2 inh 1, proKLK7 act 0.0, ASAP1 inh 10, LEDGF integ inh 0, DDE Tn6 FP inh -4, PLCg1 inh 0, DDE Tn7 FP inh 1 and ADAM10 inh 11.
For CC1(C)CC(=O)C/C(=N\NC(=S)NCc2ccccc2)C1 the results were ADAM17 inh -2, ARFGAP1 inhibitor -14, TDP2 inh 5, proKLK7 act -0.2, ASAP1 inh -12, LEDGF integ inh 4, DDE Tn6 FP inh -3, PLCg1 inh 0, DDE Tn7 FP inh 3 and ADAM10 inh -5.
O=C(Cn1c(CN2CCCCC2)nc2ccccc2c1=O)NCc1ccco1 was read as ADAM17 inh 1, ARFGAP1 inhibitor -2, TDP2 inh -3, proKLK7 act -0.6, ASAP1 inh -2, LEDGF integ inh 1, DDE Tn6 FP inh 15, PLCg1 inh 0, DDE Tn7 FP inh -1 and ADAM10 inh -2.
